Bcl-xL primary – inhibitors of human Bcl-xL | GST-Bcl-xL / FITC-Bim BH3 peptide fluorescence polarization | 320,000 compounds, 0.7% hits | inhibition, % at 10.9 µM | Q07817;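 active means inhibition above the mean of all tested compounds plus 3 SD, cutoff set per campaign, cut at about 30% in these data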;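 further: 0% = DMSO wells and 100% = unlabeled Bim-BH3 peptide competitor; inhibitors lower millipolarization by displacing the labeled peptide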
Target sequence (Q07817 whole entry, looked up): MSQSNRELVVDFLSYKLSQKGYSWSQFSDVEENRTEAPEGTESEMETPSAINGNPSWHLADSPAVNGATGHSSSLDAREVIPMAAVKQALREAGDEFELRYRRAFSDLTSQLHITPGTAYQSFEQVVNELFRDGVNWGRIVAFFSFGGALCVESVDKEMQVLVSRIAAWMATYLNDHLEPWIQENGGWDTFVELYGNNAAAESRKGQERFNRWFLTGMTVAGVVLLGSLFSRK
VLA-4 inh – inhibition in a human VLA-4 binding assay | VLA-4 expressing cells, ligand binding flow cytometry | inhibition, % (about 7 µM as worked out from the volumes in the protocol) | 330,000 compounds, 0.2% hits | AID 2557; in the data active means inhibition above about 50%
GLD-1 RNA inh – GLD-1-TGE RNA interaction inhibition (C. elegans); 320,000 compounds, 0.44% hits; Q17339; inhibition, % at 5.96 µM; purified GLD-1 + fluorescein TGE RNA, fluorescence polarization; AID 2280;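 active means percent inhibition above a per-plate cutoff, the plate mean of test compounds plus 3 SD, cut at about 30% in these data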;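 further: 0% = DMSO wells with GLD-1 and probe and 100% = wells lacking GLD-1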
MEX-5 binding – C. elegans MEX-5 TCR-2 RNA binding activity | Q9XUB2 | MEX-5/FITC-TCR2 RNA binding, fluorescence polarization; active compounds read low | activity score (negative = inhibition of binding), % at 10 µM | 300,000 compounds, 0.38% hits | AID 1832;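 active means inhibition past about -25% in most replicates, and total fluorescence under double the plate's negative control median, limit read from the data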;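 further: 0% = DMSO and -100% = 5 µM competing unlabeled TCR2 RNA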
AGP1-GFP MLPCN – yeast TOR pathway AGP1-GFP modulation; S. cerevisiae AGP1-GFP multiplex flow cytometry, 3 h; GFP as percent of DMSO wells; GFP response vs DMSO, % at 10 µM; 320,000 compounds, 0.02% hits;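 active means GFP response relative to DMSO above a set limit, near screen average plus 3 SD, cut at about 150% in these data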;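 further: median GFP channel fluorescence of the gated AGP1 strain per well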
Yeast superoxide – yeast age-related superoxide inhibition as caloric restriction mimetic. S. cerevisiae aged cells, superoxide DHE fluorescence; active compounds read low. superoxide response (% of plate mean), % at 10 µM. 330,000 compounds, 0.18% hits. AID 2690;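 active means superoxide response under a set limit, about three screen SD below normal, cut at about 65% in these data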;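 further: yeast aged for seven days with compound at 30 °C before DHE staining; 100% = average MFI of all compound-treated wells on the plate with controls excluded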
CIT2-GFP yeast – modulators of TOR pathway CIT2-GFP in S. cerevisiae. S. cerevisiae CIT2-GFP strain, flow cytometry, 3 h; 100 means same as DMSO wells. 320,000 compounds, 0.065% hits. GFP response vs DMSO, % at 10 µM;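 active means GFP response relative to DMSO above a set limit, near the screen mean plus 3 SD, cut at about 150% in these data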;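 further: ratio of well median GFP fluorescence to mean of DMSO wells on the plate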
GRK2 aptamer HTS – blocks RNA aptamer binding to human GRK2 | bead flow cytometry, FAM-aptamer displacement from GRK2 | inhibition of aptamer binding, % at 10 µM | 330,000 compounds, 0.59% hits | AID 488847;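 active means inhibition of aptamer binding above 40%, roughly 3 SD of noise, on plates passing a quality check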;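 further: median bead fluorescence of bound FAM aptamer so fluorescent compounds give negative values; no value below 0 was filed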
Target sequence (P25098 whole entry, looked up): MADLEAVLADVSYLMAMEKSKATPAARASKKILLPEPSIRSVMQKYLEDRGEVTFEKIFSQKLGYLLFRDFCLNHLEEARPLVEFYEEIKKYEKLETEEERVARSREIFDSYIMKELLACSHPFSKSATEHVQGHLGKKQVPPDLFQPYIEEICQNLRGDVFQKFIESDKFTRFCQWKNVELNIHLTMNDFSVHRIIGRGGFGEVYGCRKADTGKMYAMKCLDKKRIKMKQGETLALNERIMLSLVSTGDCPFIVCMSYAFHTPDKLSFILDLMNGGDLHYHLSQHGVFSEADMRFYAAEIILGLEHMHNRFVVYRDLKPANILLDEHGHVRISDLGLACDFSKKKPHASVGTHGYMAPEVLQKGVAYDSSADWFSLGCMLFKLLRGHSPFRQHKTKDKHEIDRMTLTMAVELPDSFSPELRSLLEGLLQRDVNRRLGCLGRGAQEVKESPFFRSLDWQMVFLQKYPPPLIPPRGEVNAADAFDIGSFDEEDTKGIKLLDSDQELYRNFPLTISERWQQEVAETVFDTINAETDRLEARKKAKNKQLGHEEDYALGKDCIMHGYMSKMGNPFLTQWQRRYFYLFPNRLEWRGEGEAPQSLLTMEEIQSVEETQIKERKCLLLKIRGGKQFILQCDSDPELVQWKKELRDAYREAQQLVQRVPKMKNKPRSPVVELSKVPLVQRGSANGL
MCL1 BIM primary – MCL1-BIM-BH3 interaction inhibition (human). GST-MCL1 / FITC-Bim-BH3 fluorescence polarization. AID 2057. 320,000 compounds, 0.68% hits. inhibition, % at 10.9 µM. Q07820;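 active means inhibition above the mean inhibition of all tested compounds plus 3 SD, set per campaign, cut at about 40% in these data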;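 further: 0% = DMSO wells and 100% = unlabeled Bim-BH3 peptide control; higher means more loss of mP so more displacement of Bim peptide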
Starred values were filed as active, the others as inactive.

How did CCc1ccccc1NC(=O)CN(C)Cc1nc(N)nc(Nc2ccccc2C)n1 do in these assays?
Bcl-xL primary: -1; VLA-4 inh: 1; GLD-1 RNA inh: 0; MEX-5 binding: 3.1; AGP1-GFP MLPCN: 102; Yeast superoxide: 99; CIT2-GFP yeast: 106; GRK2 aptamer HTS: 0; MCL1 BIM primary: 6

Results for CCOC(=O)CNC(=O)C1(/C=C/c2ccccc2)CC(=O)N1c1ccc(C)cc1 (centres undefined) ?
Bcl-xL primary: 9; VLA-4 inh: -7; GLD-1 RNA inh: 1; MEX-5 binding: -2.0; AGP1-GFP MLPCN: 94; Yeast superoxide: 89; CIT2-GFP yeast: 99; GRK2 aptamer HTS: 1; MCL1 BIM primary: 5

What do the screens show for `CCc1ccc(Nc2n[n+](-c3ccccc3)c(-c3ccc(OC)c(Br)c3)s2)cc1`?
Bcl-xL primary: -2; VLA-4 inh: 2; GLD-1 RNA inh: 3; MEX-5 binding: 2.3; AGP1-GFP MLPCN: 102; Yeast superoxide: 95; CIT2-GFP yeast: 95; GRK2 aptamer HTS: 0; MCL1 BIM primary: -5

Results for CCCn1c(CN2CCN(C(=O)OCC)CC2)nc2cc([N+](=O)[O-])ccc21 ?
Bcl-xL primary: 3; VLA-4 inh: 13; GLD-1 RNA inh: 4; MEX-5 binding: 1.1; AGP1-GFP MLPCN: 96; Yeast superoxide: 106; CIT2-GFP yeast: 94; GRK2 aptamer HTS: 0; MCL1 BIM primary: -2

What do the screens show for `Cc1cc(C)c(NC(=O)CSc2nnc(CN3CCOCC3)n2C)c(C)c1`?
Bcl-xL primary: 1; VLA-4 inh: -6; GLD-1 RNA inh: 5; MEX-5 binding: 0.6; AGP1-GFP MLPCN: 94; Yeast superoxide: 99; CIT2-GFP yeast: 103; GRK2 aptamer HTS: 0; MCL1 BIM primary: -4

Results for COc1ccc(-n2c(N)c(C(=O)NCc3ccco3)c3nc4ccccc4nc32)cc1OC ?
Bcl-xL primary: 2; VLA-4 inh: 2; GLD-1 RNA inh: 6; MEX-5 binding: -1.5; AGP1-GFP MLPCN: 94; Yeast superoxide: 97; CIT2-GFP yeast: 101; GRK2 aptamer HTS: 4; MCL1 BIM primary: 2

How did O=C(CCc1nnc(CCCCc2ccccc2)o1)NCCCc1cccnc1 do in these assays?
Bcl-xL primary: 3; VLA-4 inh: 20; GLD-1 RNA inh: -5; MEX-5 binding: -3.2; AGP1-GFP MLPCN: 98; Yeast superoxide: 87; CIT2-GFP yeast: 93; GRK2 aptamer HTS: 1; MCL1 BIM primary: 5

What do the screens show for `O=C1CN(S(=O)(=O)c2cccc(Br)c2)CCN1`?
VLA-4 inh: 0; GLD-1 RNA inh: -4; AGP1-GFP MLPCN: 101; Yeast superoxide: 105; CIT2-GFP yeast: 101; GRK2 aptamer HTS: 0

What do the screens show for `Cc1cc(NS(=O)(=O)c2ccc(NC(=S)Nc3ccc(Cl)cc3C)cc2)no1`?
Bcl-xL primary: 6; VLA-4 inh: -1; GLD-1 RNA inh: 3; MEX-5 binding: 1.3; AGP1-GFP MLPCN: 107; Yeast superoxide: 115; CIT2-GFP yeast: 95; GRK2 aptamer HTS: 6; MCL1 BIM primary: 7

How did C/C(CCC(=O)O)=N/Nc1ccc([N+](=O)[O-])cc1[N+](=O)[O-] do in these assays?
Bcl-xL primary: -4; VLA-4 inh: 6; GLD-1 RNA inh: 4; MEX-5 binding: 1.2; AGP1-GFP MLPCN: 96; Yeast superoxide: 80; CIT2-GFP yeast: 96; GRK2 aptamer HTS: 0; MCL1 BIM primary: -5

What do the screens show for `CC(C)(C)NC(=O)CSc1ccc(C(C)(C)C)cc1`?
Bcl-xL primary: 3; VLA-4 inh: 21; GLD-1 RNA inh: 9; MEX-5 binding: 0.6; AGP1-GFP MLPCN: 103; Yeast superoxide: 101; CIT2-GFP yeast: 94; GRK2 aptamer HTS: 0; MCL1 BIM primary: -6

What do the screens show for `COc1ccc(/C=N/Nc2cc(C)nc3ccc(OC)cc23)c(OC)c1`?
Bcl-xL primary: 2; VLA-4 inh: -53; GLD-1 RNA inh: -65; MEX-5 binding: 2.0; AGP1-GFP MLPCN: 98; Yeast superoxide: 104; CIT2-GFP yeast: 100; GRK2 aptamer HTS: 0; MCL1 BIM primary: 8

How did COc1ccc(/C=C/C(=O)OCC(=O)NCCC2=CCCCC2)cc1OC do in these assays?
Bcl-xL primary: -4; VLA-4 inh: -10; GLD-1 RNA inh: -4; MEX-5 binding: 0.1; AGP1-GFP MLPCN: 96; Yeast superoxide: 122; CIT2-GFP yeast: 78; GRK2 aptamer HTS: 0; MCL1 BIM primary: 5

How did C=CCn1c(NC(=O)c2ccc(Br)o2)c(C(=O)OCC)sc1=S do in these assays?
Bcl-xL primary: 5; VLA-4 inh: -3; GLD-1 RNA inh: -5; MEX-5 binding: -2.1; AGP1-GFP MLPCN: 94; Yeast superoxide: 99; CIT2-GFP yeast: 97; GRK2 aptamer HTS: 0; MCL1 BIM primary: 14

How did CC(OC(=O)/C=C/c1ccc2ccccc2n1)C(=O)N(C)c1ccccc1 (centres undefined) do in these assays?
Bcl-xL primary: -2; VLA-4 inh: 20; GLD-1 RNA inh: -2; AGP1-GFP MLPCN: 99; Yeast superoxide: 163; CIT2-GFP yeast: 87; GRK2 aptamer HTS: 0; MCL1 BIM primary: -1

How did CC1CCN(C(=O)CSc2nc3ncccc3[nH]2)CC1 do in these assays?
Bcl-xL primary: -7; VLA-4 inh: -7; GLD-1 RNA inh: 4; MEX-5 binding: -0.9; AGP1-GFP MLPCN: 96; Yeast superoxide: 114; CIT2-GFP yeast: 95; GRK2 aptamer HTS: 6; MCL1 BIM primary: -4

What do the screens show for `COc1ccc(-c2cc(C(=O)N3CCCCCC3)c3cc(C)ccc3n2)cc1`?
Bcl-xL primary: 1; VLA-4 inh: 0; GLD-1 RNA inh: -8; MEX-5 binding: -3.9; AGP1-GFP MLPCN: 92; Yeast superoxide: 87; CIT2-GFP yeast: 88; GRK2 aptamer HTS: 4; MCL1 BIM primary: 9

How did O=C(OCC(=O)N1CCCC1)c1cccs1 do in these assays?
Bcl-xL primary: 2; VLA-4 inh: -5; GLD-1 RNA inh: 14; MEX-5 binding: -0.4; AGP1-GFP MLPCN: 95; Yeast superoxide: 101; CIT2-GFP yeast: 99; GRK2 aptamer HTS: 1; MCL1 BIM primary: -2

Results for CC(=O)n1cc(Nc2ccc([N+](=O)[O-])cc2)c2ccccc21 ?
Bcl-xL primary: 5; VLA-4 inh: -24; GLD-1 RNA inh: -3; MEX-5 binding: -0.3; AGP1-GFP MLPCN: 94; Yeast superoxide: 93; CIT2-GFP yeast: 100; GRK2 aptamer HTS: 0; MCL1 BIM primary: 9

Results for CCOC(=O)C(=Cc1ccc(-n2ccnc2)cc1)C(=O)OCC ?
Bcl-xL primary: -2; VLA-4 inh: 21; GLD-1 RNA inh: -6; MEX-5 binding: 2.1; AGP1-GFP MLPCN: 102; Yeast superoxide: 98; CIT2-GFP yeast: 103; GRK2 aptamer HTS: 2; MCL1 BIM primary: -11

3 entries already listed, sorted by formula weight, falling.
Results for CCCn1c(CN2CCN(C(=O)OCC)CC2)nc2cc([N+](=O)[O-])ccc21 ?
Bcl-xL primary: 3; VLA-4 inh: 13; GLD-1 RNA inh: 4; MEX-5 binding: 1.1; AGP1-GFP MLPCN: 96; Yeast superoxide: 106; CIT2-GFP yeast: 94; GRK2 aptamer HTS: 0; MCL1 BIM primary: -2

What do the screens show for `O=C1CN(S(=O)(=O)c2cccc(Br)c2)CCN1`?
VLA-4 inh: 0; GLD-1 RNA inh: -4; AGP1-GFP MLPCN: 101; Yeast superoxide: 105; CIT2-GFP yeast: 101; GRK2 aptamer HTS: 0

Results for CC(=O)n1cc(Nc2ccc([N+](=O)[O-])cc2)c2ccccc21 ?
Bcl-xL primary: 5; VLA-4 inh: -24; GLD-1 RNA inh: -3; MEX-5 binding: -0.3; AGP1-GFP MLPCN: 94; Yeast superoxide: 93; CIT2-GFP yeast: 100; GRK2 aptamer HTS: 0; MCL1 BIM primary: 9

The listing continues:
What do the screens show for `Cc1occc1C(=O)NNC(=S)NCc1ccccc1`?
Bcl-xL primary: 0; VLA-4 inh: -10; GLD-1 RNA inh: 8; MEX-5 binding: 3.4; AGP1-GFP MLPCN: 97; Yeast superoxide: 95; CIT2-GFP yeast: 97; GRK2 aptamer HTS: 2; MCL1 BIM primary: 11

How did O=C(NCC(c1cccs1)N1CCOCC1)c1ccccc1NS(=O)(=O)c1ccc(Cl)cc1 (centres undefined) do in these assays?
Bcl-xL primary: 3; VLA-4 inh: -8; GLD-1 RNA inh: -5; MEX-5 binding: -1.3; AGP1-GFP MLPCN: 98; Yeast superoxide: 154; CIT2-GFP yeast: 103; GRK2 aptamer HTS: 0; MCL1 BIM primary: -6

How did C/C(=N\n1nnnc1Nc1ccccc1)c1ccc(N)cc1 do in these assays?
Bcl-xL primary: 5; VLA-4 inh: 1; GLD-1 RNA inh: 3; MEX-5 binding: 0.2; AGP1-GFP MLPCN: 101; Yeast superoxide: 105; CIT2-GFP yeast: 102; GRK2 aptamer HTS: 0; MCL1 BIM primary: 2

What do the screens show for `O=C(CN1CCN(c2ccc(Cl)cc2)CC1)N1CCCC1`?
Bcl-xL primary: 4; VLA-4 inh: 10; GLD-1 RNA inh: 4; MEX-5 binding: -0.3; AGP1-GFP MLPCN: 97; Yeast superoxide: 91; CIT2-GFP yeast: 90; GRK2 aptamer HTS: 0; MCL1 BIM primary: 1

Results for Fc1ccc(CN2CCN3CCCC3C2C2CCCCC2)cc1F (centres undefined) ?
Bcl-xL primary: 7; VLA-4 inh: 15; GLD-1 RNA inh: -2; AGP1-GFP MLPCN: 111; Yeast superoxide: 81; CIT2-GFP yeast: 104; GRK2 aptamer HTS: 0; MCL1 BIM primary: 6

How did CCOC(=O)c1cnc(SC)nc1Oc1cccc(NS(=O)(=O)c2ccc(Cl)cc2)c1 do in these assays?
Bcl-xL primary: 6; VLA-4 inh: -13; GLD-1 RNA inh: 3; MEX-5 binding: 0.5; AGP1-GFP MLPCN: 103; Yeast superoxide: 91; CIT2-GFP yeast: 106; GRK2 aptamer HTS: 0; MCL1 BIM primary: 1

How did CCCn1c(=O)n(N)c2ccccc21 do in these assays?
Bcl-xL primary: -1; VLA-4 inh: 2; GLD-1 RNA inh: 7; MEX-5 binding: 3.0; AGP1-GFP MLPCN: 93; Yeast superoxide: 93; CIT2-GFP yeast: 101; GRK2 aptamer HTS: 4; MCL1 BIM primary: 2

Results for O=C(NCC1CCCN1S(=O)(=O)c1cccs1)c1cccc(Cl)c1 (centres undefined) ?
Bcl-xL primary: -2; VLA-4 inh: 4; GLD-1 RNA inh: 2; MEX-5 binding: 0.1; AGP1-GFP MLPCN: 96; Yeast superoxide: 98; CIT2-GFP yeast: 89; GRK2 aptamer HTS: 0; MCL1 BIM primary: 0

What do the screens show for `Cc1nc(SCc2ccccc2)c2ccsc2n1`?
Bcl-xL primary: 3; VLA-4 inh: 8; GLD-1 RNA inh: 3; MEX-5 binding: 0.0; AGP1-GFP MLPCN: 89; Yeast superoxide: 115; CIT2-GFP yeast: 93; GRK2 aptamer HTS: 0; MCL1 BIM primary: -3

Source: PubChem
